# Assay outcomes (PubChem)
# TGFb inhibitor – qHTS for Inhibitors of TGF-b. HepG2 CAGA-GFP TGF-b/SMAD3 reporter, GFP fluorescence, 18 h; TGF-beta stimulated, 500 pg/mL final. Potency, µM (doses to about 46.1 µM), inactives show top-dose activity, negative = inhibition, usual class: inhibitors. 1.2% of 410,000 active; further: potency means the concentration at half of the fitted maximal effect; on the % scale 0 is the no-effect control and ±100 the full control effect; nearly all actives have a fitted effect of over 65% in size
#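 HEPG2 CAGA-GFP, 1000 cells/well; 2 h settle, 37 C; cpd via pin tool; TGF-b 500 pg/mL final; 18 h, 37 C; GFP imaging ex488/em500-530; %Activity normalised to -TGF-b and +DMSO controls; CRC fit, curve class.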
# Nrf2 block – Nrf2 qHTS screen for inhibitors. A549 ARE-Fluc reporter, luciferase luminescence, 18-24 h. Potency, µM (highest dose often 46 µM), for the others: at the top dose activity change, negative = inhibition, most hits filed as inhibitors. 2.1% of 360,000 active. AID 504444, 2011; further: potency means the concentration at half of the fitted maximal effect; on the % scale 0 is the no-effect control and ±100 the full control effect; nearly all actives have a fitted effect of over 60% in size
#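 Concentration-response testing used A549 ARE_Fluc cells at 5000 cells/well. Following an 18-24 h compound incubation, viability was read by fluorescence (Ex 405/Em 525) and luciferase output by luminescence.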
# CCT chaperon mod – High-Throughput Screening for Modulators of Cytosolic Chaperonin Activity. purified chaperonin ATPase assay, HTRF ADP detection, 30 min. activity change, % (concentration not given with the values), hits read low. 0.3% of 360,000 active. AID 651819, 2012; in the data active means activity change below about -30%; further: on the % scale 0 is the no-effect control and ±100 the full control effect
#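 We incubate TRiC, 40 or 20 nM final, with library compounds at 76 uM and 10 uM ATP for 30 min at 37 °C. ADP formed is detected with Transcreener HTRF reagents after 30 min at room temperature.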
# HepG2 viability – qHTS for Inhibitors of TGF-b: Cytotox Counterscreen; Potency, µM (doses to about 46.1 µM), for inactives: top-dose activity change, negative = cytotoxicity, actives largely listed as cytotoxic; HepG2 CAGA-GFP viability, ATP luminescence, 18 h; 0.76% of 410,000 active; further: potency means the concentration at half of the fitted maximal effect; some results filed as inactive show a strong effect at the top dose
#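 CellTiter-Glo luminescence gave cytotoxicity after 18 hours at 37 degrees C. The cells were HepG2 CAGA-GFP in 1% FBS DMEM, stimulated with 500 pg/mL TGF-beta after compound addition. %Activity was normalised to no-cell wells (complete cell-killing) and DMSO (no toxicity), and curves were fitted and classified.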
# Abeta rescue – qHTS for compounds that reverse cellular toxicity of Amyloid beta (A-beta) peptide in yeast: Primary Screen; 0.063% of 410,000 active; Potency, µM (doses to about 46.1 µM), for the others: top-dose growth rescue, actives largely listed as activators; yeast expressing A-beta42, growth rescue, OD600, 48 h; response scale: 0% DMSO, 100% iron-clioquinol control; further: potency means the concentration at half of the fitted maximal effect; nearly all actives have a fitted effect of over 55% in size
#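 Yeast growth medium received pinned compounds, then yeast cells expressing toxic A-beta were added; plates incubated at 30 C for 48 hr. Growth read as absorbance at 600 nm, normalized to DMSO and equimolar FeCl3 plus clioquinol controls.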
# A549 viability – Nrf2 qHTS screen for inhibitors: counterscreen for cytotoxicity | Potency, µM (doses to about 46 µM), without a hit: at the top dose activity change, negative = cytotoxicity, actives largely listed as inhibitors | A549 ARE-Fluc cells, CellTiter-Fluor viability, 18-24 h | 0.16% of 390,000 active; further: potency means the concentration at half of the fitted maximal effect; on the % scale 0 is the no-effect control and ±100 the full control effect
#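 A549 ARE_Fluc cells in 5% FBS OPTI-MEM were exposed to compounds in concentration-response for 18-24 h at 37 deg C. Viability was read by CellTiter-Fluor fluorescence (Ex 405/Em 525) after 30 min, before the luciferase read.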
# Nrf2 activator – qHTS of Nrf2 Activators | AID 624171, 2012 | AREc32 ARE-luciferase reporter (MCF7-derived line), luminescence, 24 h | Potency, µM (highest dose often 46.1 µM), without a hit: at the highest dose activation, actives largely listed as activators | 0.31% of 410,000 active; further: potency means the concentration at half of the fitted maximal effect; % of control where 0% means no effect; nearly all actives have a fitted effect of over 65% in size
#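 AREc32 cells carrying an ARE-driven firefly luciferase reporter were seeded at 1000 cells/well in OPTI-MEM with 5% FBS, then exposed to compound for 24 hr at 37 deg C. Luminescence was read with Steady-Glo after 30 min at RT.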
# Mm-Cpn inhibitor – Inhibitors of TCP-1 ring complex (TRiC) of Methanococcus maripaludis (MmCpn): qHTS | purified Mm-Cpn ATPase, ADP Transcreener TR-FRET | Potency, µM (highest dose often 76.9 µM), without a hit: top-dose activity, negative = inhibition, actives largely listed as inhibitors | 0.031% of 330,000 active | AID 504842, 2011; further: potency means the concentration at half of the fitted maximal effect; on the % scale 0 is the no-effect control and ±100 the full control effect; nearly all actives have a fitted effect of over 80% in size
#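 Compound-treated chaperonin, 25 nM final, turns over 10 uM ATP at 37°C for 30 min following a 10 min preincubation; ADP generated competes with ADP-d2 for Eu-cryptate antibody, lowering FRET.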
# Akt phos inh – HTS Assay for Inhibitors of Akt Phophorylation: Primary Screen | Neuro2A IGF-stimulated pAkt S473 HTRF, 20 min; stronger effect = lower value | activity change, % for hits at 50 µM | 0.32% of 360,000 active | AID 651550, 2012; in the data active means activity change below about -80%; inconclusive means mostly about -51% to -80%; further: on the % scale 0 is the no-effect control and ±100 the full control effect
#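 Neuro2A cells in DMEM with 0.5% FBS, overnight at 37 deg C, given compound at single 50 µM final, then IGF (6 nM final) for 20 min at 37 deg C. Lysed; phospho-Akt Ser473 by HTRF after 24 h, 665/615 ratio.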
# * hit, by the source's call; i = inactive; ? = inconclusive; / = not tested or not shown. Unless noted, the call rests on the fitted dose curve; in most records, active means well fitted curve in the direction sought with a large enough effect; inconclusive means small, poorly fitted or top-dose-only effect, or another doubt; inactive means no such curve, though single readings can be large; an effect the other way counts as inactive or inconclusive. Rows are unselected; about 4.3% have a hit in one of these screens.
SMILES,TGFb inhibitor,Nrf2 block,CCT chaperon mod,HepG2 viability,Abeta rescue,A549 viability,Nrf2 activator,Mm-Cpn inhibitor,Akt phos inh
Cc1ccccc1-c1cc(C(=O)NCc2ccc3c(c2)OCO3)n(CC2CC(c3cccnc3)=NO2)n1 (stereo not given),-4%,-5%,-0.2,-4%,13%,-3%,0.9%,0%,i
CN(C)C(=O)c1cccc(-c2cccc(-c3nc(C(=O)NCc4ccccc4)cc4c3[C@@H](CCO)N(S(=O)C(C)(C)C)C4)c2)c1 (stereo not given in full),6%,/,1.6,-3%,1%,/,11%,/,i
O=C(NC1CCCCC1)N1CCC(n2cnc3ccccc32)CC1,2%,16%,-2.1,-25%,16%,-3%,-0.6%,3%,i
COCCNC(=O)c1cccc(-n2c(C)nc3cccnc32)c1,-13%,24%,/,3%,-2%,-4%,-0.2%,/,/
Fc1ccc(CNC(=S)Nc2ccc(Cl)cc2)cc1,?,?,-1.1,-42%,-2%,-9%,4.2%,1%,i
O=C1CC2(CCN(C(=O)c3ccc(F)c(F)c3)CC2)Oc2ccccc21,3%,9%,-1.3,6%,3%,2%,-0.5%,-3%,i
CC(C)CCNC(=O)Nc1ccc2c(c1)N(Cc1ccccc1)C(=O)c1ccccc1S2,/,?,/,-24%,-10%,1%,0.4%,/,/
C/C(=C\C(=O)c1ccc(Br)cc1)N1CCCCC1,-15%,-7%,1.9,-12%,5%,-5%,1.6%,-8%,i
CC(=O)N1CCN(S(=O)(=O)c2cccc(C(=O)N3CCN(S(=O)(=O)c4c(C)c(C)cc(C)c4C)CC3)c2)CC1,-22%,/,0.4,-35%,6%,/,0.4%,/,i
O=C(Cn1cc(S(=O)(=O)Cc2cccc(Cl)c2)c2ccccc21)NCCc1ccccc1,-8%,-9%,/,1%,-1%,0%,0.1%,/,/
COc1ccc(Oc2nc3c(C)cccn3c(=O)c2/C=C(\C#N)c2nc3ccccc3[nH]2)cc1,/,12%,/,-13%,-4%,-2%,14%,/,/
O=C(NNC(=O)c1cc(Cl)ccc1O)c1cccs1,-10%,-15%,-1.3,-25%,3%,-15%,0.3%,1%,i
COc1ccc(NC(=O)c2csnn2)cc1Cl,/,?,/,-14%,-17%,0%,?,/,/
COc1ccc(NC(=O)c2oc3ccccc3c2NC(=O)C23CC4CC(CC(C4)C2)C3)c(OC)c1,3%,0%,/,-12%,1%,-5%,0.0%,/,/
O=C(CN1CCN(S(=O)(=O)c2ccc(Cl)cc2)CC1)NC1CC1,0%,-8%,1.5,4%,-7%,-1%,-0.5%,0%,i
O=C(Oc1ccccc1)N1CCOCC1,9%,2%,-0.8,19%,-4%,-4%,-0.6%,1%,i
Cc1csc(NC(=O)[C@@H](NC(=O)c2ccccc2)C(C)C)n1,27%,-9%,2.3,2%,21%,0%,-0.9%,0%,i
CCOc1ccc(NC(=O)c2sc3nc4c(cc3c2N)CN(Cc2ccccc2)CC4)cc1,-1%,6%,/,-54%,-7%,3%,1.1%,/,/
CCOc1ccc2[nH]c(=O)c(CN(CC3COCCO3)C(=O)c3ccco3)cc2c1 (stereo not given),1%,-7%,-1.4,-46%,7%,8%,-0.3%,-1%,i
COc1ccc(C2=C(C)C(N3CCC(C(=O)Nc4ccc(F)cc4C)CC3)=NS2(=O)=O)cc1,14%,?,/,-6%,-2%,-1%,0.1%,/,/
O=C(C1CCCCC1)N1C[C@@H](O)[C@H](n2cc(C3CC3)nn2)C[C@@H]1c1ccccc1,11%,/,2.7,0%,-1%,/,0.2%,/,i
Cc1ccc(NC(=O)c2nc[nH]c2C(=O)NCCN(CCNC(=O)c2[nH]cnc2C(=O)Nc2ccc(C)cc2)CCNC(=O)c2[nH]cnc2C(=O)Nc2ccc(C)cc2)cc1,-20%,?,-6.3,-9%,7%,-1%,-1.1%,-1%,i
O=C(CSc1ncn[nH]1)Nc1ccc(Cl)c(S(=O)(=O)N2CCOCC2)c1,2%,5%,1.2,14%,2%,-3%,-1.0%,0%,i
Cn1ncc(C(=O)N2CCN(c3ccccc3F)CC2)c1C1CCN(C(=O)OC(C)(C)C)CC1,0%,0%,/,-17%,13%,7%,0.2%,/,/
C=CCNC(=O)c1cc(C(=O)C(C)c2ncc(C(F)(F)F)cc2Cl)c[nH]1 (stereo not given),1%,16%,-0.6,-4%,-5%,-1%,-0.6%,-5%,i
CCc1ccc(OCC(=O)NC(=S)Nc2ccc(Br)c(C)n2)cc1,-25%,3%,-0.3,-2%,-3%,0%,0.0%,-2%,i
CCN(CC(=O)Nc1ccc2c(c1)OCCO2)C(=O)c1ccccc1Br,5%,?,1.8,3%,-8%,-4%,2.4%,2%,i
Cc1nc(C)c(CCNS(=O)(=O)c2ccc(C)c(C)c2)s1,6%,/,/,-3%,-14%,-2%,-0.1%,/,/
Cc1cccc(NC(=O)COC(=O)c2nn(C)c(=O)c3ccccc23)c1C,23%,4%,0.0,0%,6%,2%,0.3%,0%,i
COC(=O)c1cccc(NC(=O)CSc2nnc(C3CC3)n2C)c1,-17%,6%,-0.6,-22%,4%,-6%,0.0%,2%,i
COc1ccc(C(=O)NCCSCc2ccco2)cc1OC,1%,6%,-2.2,2%,17%,-4%,2.3%,0%,/
COCCNC(=O)c1c(N)n(CCC2=CCCCC2)c2nc3ccccc3nc12,?,-28%,-2.3,-94%,27%,-9%,5.1%,-2%,i
CC(=O)c1ccc(OCCCC(=O)N2CCN(S(=O)(=O)c3cccs3)CC2)cc1,-6%,?,-1.2,-18%,14%,-6%,0.6%,0%,i
CCOC(=O)c1oc2cc(C)cc(C)c2c1C,-5%,-4%,-0.9,-15%,-10%,-4%,0.1%,1%,i
O=C(CCS(=O)(=O)c1ccccc1)Nc1ccc(S(=O)(=O)Nc2nccs2)cc1,-3%,-8%,-2.2,-3%,-6%,-3%,0.1%,0%,i
CC(=O)c1cc(F)c(N2CCN(c3ccc([N+](=O)[O-])cc3F)CC2)cc1C,8%,/,0.3,-13%,-5%,-1%,-0.4%,0%,i
C(=N\Nc1nc2ccccc2s1)/c1ccco1,-4%,?,0.9,5%,?,-1%,?,1%,i
O=C(NC(C(=O)c1ccccc1)n1c(=O)cc[nH]c1=S)c1ccccc1 (stereo not given),4%,13%,0.0,3%,7%,2%,2.5%,0%,i
Cc1ccccc1-n1ncc2c(SCC(=O)NC3CCCC3)ncnc21,?,8.2µM*,0.5,-2%,-11%,-20%,0.4%,-22%,i
O=C(Nc1cnn(Cc2ccc(Cl)cc2)c1)c1cccs1,-6%,12%,0.6,-22%,-3%,0%,5.5%,-1%,i
CCOC(=O)c1ccc2c(c1)N(Cc1ccc(F)cc1Cl)C(=O)c1ccccc1S2,9%,/,/,5%,3%,4%,-0.3%,/,/
O=C1CC(C(=O)N2CCN(c3ccc(F)cc3)CC2)CN1CCc1ccccc1 (stereo not given),-19%,3%,0.0,-8%,2%,-3%,-0.4%,-1%,i
Cc1cccc(NC(=S)NCc2cccs2)c1C,-6%,-2%,-0.9,2%,43%,-7%,0.5%,1%,i
O=C(N/N=C/c1ccc(OC(=O)c2cccc(F)c2)cc1)c1cccnc1,-6%,7%,1.2,-10%,2%,-4%,0.6%,0%,i
CCCCc1ncc(CN2CCC(CC3CCCCO3)(C(=O)OCC)CC2)[nH]1 (stereo not given),-3%,?,-1.5,-26%,7%,5%,0.2%,1%,i
C[C@H](CO)N1C[C@H](C)[C@@H](CN(C)Cc2ccccc2)Oc2c(NC(=O)Cc3ccccc3)cccc2C1=O,?,-14%,0.4,-33%,4%,-1%,0.5%,2%,i
Cc1cccc(NC(=O)CNC(=O)c2ccc(S(=O)(=O)NCc3ccco3)cc2)c1C,0%,/,0.5,-13%,9%,/,-0.2%,/,i
C[C@H]1CN([C@@H](C)CO)C(=O)CCCn2nncc2CO[C@H]1CN(C)C(=O)NC1CCCCC1,-1%,/,-0.1,-26%,-7%,/,-1.1%,/,i
c1ccc2c(c1)ccn1c(Cc3ccsc3)c(C3CCCCC3)nc21,/,/,-0.2,/,4%,/,5.9%,/,i
CN(C)C(=O)c1nc(C#N)c(N(C)C)o1,-7%,?,-3.6,-8%,-7%,7%,-1.0%,0%,i
Cc1c(CC(=O)O)c(=O)oc2cc3occ(-c4ccc(F)cc4)c3cc12,1%,15%,-2.0,-6%,-18%,4%,-0.4%,-8%,i
O=c1c(S(=O)(=O)c2ccccc2)cn(Cc2cccc(F)c2)c2cc(N3CCCC3)c(F)cc12,-24%,?,/,-25%,5%,2%,0.4%,/,/
O=C(CCC1CCN(Cc2ccc(Cl)cc2)CC1)NC1CC1,-2%,1%,-0.1,0%,19%,3%,0.4%,2%,i
NS(=O)(=O)Nc1ccccc1Br,-4%,10%,/,1%,/,2%,/,/,/

# One compound at a time (already shown):
# `Fc1ccc(CNC(=S)Nc2ccc(Cl)cc2)cc1` is listed as TGFb inhibitor: ?; Nrf2 block: ?; CCT chaperon mod: -1.1; HepG2 viability: -42%; Abeta rescue: -2%; A549 viability: -9%; Nrf2 activator: 4.2%; Mm-Cpn inhibitor: 1%; Akt phos inh: i
# `Cc1ccc(NC(=O)c2nc[nH]c2C(=O)NCCN(CCNC(=O)c2[nH]cnc2C(=O)Nc2ccc(C)cc2)CCNC(=O)c2[nH]cnc2C(=O)Nc2ccc(C)cc2)cc1` is listed as TGFb inhibitor: -20%; Nrf2 block: ?; CCT chaperon mod: -6.3; HepG2 viability: -9%; Abeta rescue: 7%; A549 viability: -1%; Nrf2 activator: -1.1%; Mm-Cpn inhibitor: -1%; Akt phos inh: i
